# From PubChem BioAssay
# EBI2 antag: EBI2 receptor antagonists, beta-arrestin recruitment, primary screen, cell-based, luminescence, 7a,25-OHC stimulation, uHTS. G-protein coupled receptor 183 (Homo sapiens), P32249. 7a,25-OHC stimulated. inhibition, % at 5 µM. hit rate 0.81% among 360,000; in the data active = inhibition above about 38%;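 also: enzyme fragment complementation signal reports receptor beta-arrestin coupling in cells; 0% = agonist plus DMSO wells and 100% = wells without agonist; some results beyond the cut were filed as inactive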
# Target sequence (P32249 whole entry, looked up, the tested form may be a part): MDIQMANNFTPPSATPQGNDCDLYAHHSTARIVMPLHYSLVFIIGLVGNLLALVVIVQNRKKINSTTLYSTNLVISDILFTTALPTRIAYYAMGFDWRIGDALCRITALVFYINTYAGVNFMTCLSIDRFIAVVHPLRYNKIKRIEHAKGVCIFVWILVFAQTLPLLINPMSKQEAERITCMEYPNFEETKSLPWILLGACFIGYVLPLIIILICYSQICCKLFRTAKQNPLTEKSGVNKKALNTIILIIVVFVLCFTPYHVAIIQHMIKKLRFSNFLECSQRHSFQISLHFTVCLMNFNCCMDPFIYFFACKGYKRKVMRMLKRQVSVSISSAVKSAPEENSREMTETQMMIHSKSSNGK
# CCR6 antagonist: CCR6 receptor antagonists, primary screen, cell-based, CHO-K1, luminescence, beta-arrestin, uHTS. CHO-K1 CCR6 PathHunter beta-arrestin, CCL20-stimulated. inhibition, % at 20 µM. hit rate 0.49% among 340,000;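 active = compounds whose inhibition of the agonist-driven luminescence signal at 20 µM reaches about 50%, limit read from the data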;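 also: cells stimulated with CCL20 at 14 nM final; plate controls were DMSO with CCL20 for no effect and DMSO without agonist for full effect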
# Target sequence (P51684 whole entry, looked up): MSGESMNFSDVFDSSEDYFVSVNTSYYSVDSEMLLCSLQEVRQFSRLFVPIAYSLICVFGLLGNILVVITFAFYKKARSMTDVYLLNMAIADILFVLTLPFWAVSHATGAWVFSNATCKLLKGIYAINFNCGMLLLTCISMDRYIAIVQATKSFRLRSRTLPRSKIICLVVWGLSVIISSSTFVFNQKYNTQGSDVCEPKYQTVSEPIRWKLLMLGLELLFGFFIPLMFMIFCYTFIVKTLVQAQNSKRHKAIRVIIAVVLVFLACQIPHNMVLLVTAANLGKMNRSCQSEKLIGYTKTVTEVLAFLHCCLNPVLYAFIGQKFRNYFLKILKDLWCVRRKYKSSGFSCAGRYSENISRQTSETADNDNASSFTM
# tim23-1 inh: growth inhibitors of tim23-1 mutant yeast, primary screen, luminescence, uHTS. hit rate 1.3% among 330,000. AID 463212, 2010. S. cerevisiae tim23-1 growth, BacTiter-Glo luminescence, 24 h. inhibition, % at 20 µM;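 active = growth inhibition of the mutant yeast at or above 50%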;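 also: temperature-sensitive mutant grown at 25 °C; plate controls were DMSO-treated mutant yeast for no effect and medium wells lacking yeast for full effect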
# Mdm2 MdmX PPI: inhibitors of human Mdm2-MdmX association, primary screen, cell-based, luminescence, split luciferase, SaOS-2, uHTS; Protein Mdm4 (Homo sapiens) + E3 ubiquitin-protein ligase Mdm2 (Homo sapiens), …; SaOS-2 split-luciferase Mdm2/MdmX complementation; inhibition, % at 8 µM; hit rate 3% among 330,000;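 active = inhibition of at least 50% at 8 µM in the primary screen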
# APJ antag: antagonists of human apelin receptor APJ, primary screen, CHO-K1 cells, beta-arrestin complementation, luminescence; P35414; inhibition, % at 20 µM; hit rate 0.32% among 330,000; AID 2521, 2010;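 active = inhibition above about 40% at 20 µM, limit read from the data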;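 also: cells challenged with 10 nM apelin-13 agonist together with compound; plate controls were apelin-13 plus DMSO wells for no effect and DMSO wells lacking apelin-13 for full effect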
# APJ agonist: agonists of human apelin receptor APJ, primary screen, CHO-K1 cells, PathHunter beta-arrestin, luminescence; P35414; 0% DMSO wells, 100% apelin; activation, % at 20 µM; hit rate 0.11% among 330,000; AID 2520, 2010;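 active = activation more than six SD over the plate average, tested at 20 µM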;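 also: 0% = DMSO alone and 100% = apelin-13 at 10 nM; some results filed as inactive read as strong as hits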
#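 Test system: CHO-K1 APJ beta-arrestin complementation cell line. Amount: cell density 1000 per well. Controls: DMSO negative, 10 nM Apelin-13 positive. Signal: luminescent beta-gal fragment complementation, chemiluminescent substrate. Read-out basis: agonist-driven arrestin binding to APJ. Timing: compound stimulation 90 min at 25 °C, detection 60 min.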
# XBP1 UPR activ: activators of adaptive XBP1 UPR arm, primary screen, cell-based, CHO-XBP1 luciferase reporter, luminescence, uHTS; activation, % at 20 µM; IRE1-XBP1 UPR activation; percent of tunicamycin response, DMSO as zero; hit rate 0.33% among 330,000;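 active = versus positive control, 20 µM dose yields 30% or more activation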;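 also: 100% = tunicamycin at 10 µg/mL and 0% = DMSO only wells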
#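 assay system = CHO-XBP1 luciferase reporter cells | amount = 1000 cells/well | buffer or medium = F12 plus 10% FBS | compound dosing = single point, 20 µM final compound, 1% DMSO | incubation = 16-18 h cell attachment at 37 °C, then 6 h compound exposure | detection = Steady-Glo luminescence read | controls = tunicamycin 10 µg/mL and vehicle-only wells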
# CHOP UPR activ: activators of apoptotic CHOP UPR arm, primary screen, cell-based, CHO-CHOP luciferase reporter, luminescence, uHTS; activation, % at 10 µM; UPR activation; percent of tunicamycin response over DMSO baseline; hit rate 0.34% among 330,000; AID 449763, 2010;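 active = at 10 µM dose, activation of 40% or more, normalized to positive control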;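 also: 100% = tunicamycin at 10 µg/mL and 0% = DMSO alone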
#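 Assay system: CHO cells with stable CHOP pathway luciferase reporter; Buffer or medium: F12 plus 10% serum; Times: 16-18 h cell attachment, then 6 h compound exposure, 37 °C; Signal: luciferase luminescence; Read-out basis: percent activation relative to tunicamycin control; Control set: tunicamycin high control, DMSO low control.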
# CXCR6 inh: CXCR6 receptor inhibitors, primary screen, cell-based, beta-arrestin, luminescence, CHO-K1 PathHunter, 1536-well; inhibition, % at 20 µM; hit rate 0.36% among 360,000; in the data active = inhibition above about 34%, passing the limit was not always enough;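 also: antagonist mode with CXCL16 agonist at 10 nM final; 0% = 10 nM CXCL16 with DMSO and 100% = unstimulated wells without agonist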
# Target sequence (O00574 whole entry, looked up): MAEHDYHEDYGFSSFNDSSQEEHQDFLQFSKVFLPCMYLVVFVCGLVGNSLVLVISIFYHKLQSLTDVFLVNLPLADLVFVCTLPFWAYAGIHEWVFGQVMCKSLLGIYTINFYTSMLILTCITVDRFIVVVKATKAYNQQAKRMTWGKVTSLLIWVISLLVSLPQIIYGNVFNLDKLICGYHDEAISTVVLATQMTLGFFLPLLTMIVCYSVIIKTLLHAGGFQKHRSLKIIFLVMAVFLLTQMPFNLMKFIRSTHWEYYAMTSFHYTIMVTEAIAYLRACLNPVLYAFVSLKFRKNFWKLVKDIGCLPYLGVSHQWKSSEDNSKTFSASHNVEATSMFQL
# The depositor's hits bear a star; · = not tested or not shown.
SMILES,EBI2 antag,CCR6 antagonist,tim23-1 inh,Mdm2 MdmX PPI,APJ antag,APJ agonist,XBP1 UPR activ,CHOP UPR activ,CXCR6 inh
O=C(CCCO)c1ccc2c(c1)OCCO2,1,-7,12,12,19,-3,1,0.6,7
Cc1cc(NS(=O)(=O)c2ccc(NC(=O)Nc3ccc4c(c3)OCO4)cc2)no1,-17,8,-7,-35,4,-4,2,3.5,0
O=C(NC1C=CS(=O)(=O)C1)c1ccccc1 (stereo unspecified),-3,-4,-7,20,0,-5,1,-1.0,0
O=C(Nc1scc(-c2ccc(F)cc2)c1C(=O)O)c1ccco1,5,2,20,21,-4,0,-3,3.2,6
CCNC(=O)NC(=O)C(C)OC(=O)c1ccc(SC)cc1OC (stereo unspecified),-8,12,27,34,-4,-4,-6,-1.1,-4
COc1ccccc1CCNC(=O)CSc1nc(=O)[nH]c2c1CCC2,8,6,8,5,11,-6,-4,-0.1,-8
CCOCCCNC(=O)C(c1ccc(Cl)cc1)N1CCN(C(=O)c2ccco2)CC1 (stereo unspecified),-7,4,7,11,8,-2,6,-0.7,10
CCOc1ccc(NC(=O)c2ccccc2NC(=O)CN2CCN(C(C)=O)CC2)cc1,-2,-28,19,9,5,-1,2,0.4,-3
O=C(CSc1nnc2ccc(-c3ccc(F)cc3)nn12)NCC1CCCO1 (stereo unspecified),3,-1,-9,35,4,-4,-1,-0.1,-6
CCOC(=O)C1CCCN(S(=O)(=O)Cc2ccc(Cl)cc2)C1 (stereo unspecified),5,10,14,1,-9,-4,-1,-0.5,8
Cc1nn(CC(=O)OCC(=O)Nc2ccccc2[N+](=O)[O-])c(C)c1[N+](=O)[O-],-2,2,1,-24,11,-3,4,2.5,-17
COC(=O)c1[nH]c2cccc(OC)c2c1NC(=O)CN1CC(C)OC(C)C1 (stereo unspecified),1,0,27,-11,-7,-1,1,-3.9,6
CCOCCCNC(=O)c1ccc(CS(=O)(=O)Cc2ccccc2F)o1,14,0,-7,16,8,-3,1,0.9,-4
COCCn1c(SCC(=O)Nc2ccccc2F)nnc1-c1ccoc1C,-1,3,6,12,6,3,2,2.0,1
O=C(NCc1ccncc1)c1cc(C(=O)C2CC2)c[nH]1,-8,-6,9,-19,18,-1,5,-0.4,8
COc1ccc(CNC(=O)CCC(=O)Nc2nnc(C(C)C)s2)cc1,-5,2,7,17,17,-3,3,1.0,-6
CC1=C(C(=O)OCc2ccc3c(c2)OCO3)C(c2ccccc2OCc2ccccc2)NC(=O)N1 (stereo unspecified),17,19,22,33,19,-5,-3,-0.3,13
O=C(/C=C/c1ccccc1Cl)Nc1ccc(Cl)cn1,1,14,0,19,-1,-3,3,3.6,-9
COc1ccc(N2CCN(C(=O)c3cc4cc(Cl)ccc4[nH]3)CC2)cc1,75*,-4,16,21,-25,0,0,0.0,-8
O=C(Nc1ccnn1C1CCN(CC(O)CO)CC1)C1CCCC1 (stereo unspecified),-10,5,-3,0,25,-3,-1,-0.7,-6
Cc1c(NC(=O)Nc2ccccc2)cccc1[N+](=O)[O-],-3,20,14,7,-14,0,-1,3.5,2
O=C(Nc1ncc(C(F)(F)F)cc1Cl)c1ccc(S(=O)(=O)N2CCOCC2)cc1,-1,5,11,-24,2,-6,-1,0.9,5
NC(=O)CNC(=O)[C@@H]1CC2(CC(c3cccc(Br)c3)=NO2)CN1C(=O)c1ccc(Br)cc1 (stereo partly specified),-3,-2,-6,7,-14,3,-1,-3.1,-10
CCOC(=O)/C=C/C(=O)OCC(=O)NC(c1ccccc1)c1ccccc1,16,8,41,69*,-9,-1,-5,5.7,6
COc1ccc(-c2[nH]c(-c3ccc(C)cc3)nc2SCC(=O)NCc2ccco2)cc1OC,1,8,-16,17,1,0,-5,-0.8,5
COc1ccc(C)cc1NC(=O)CSc1nnc(-c2ccco2)n1N,2,5,6,1,-1,-5,1,0.8,10
CC(=O)Oc1ccc(C(=O)Nc2ccc(C3(C#N)CCCC3)cc2)cc1,8,7,22,18,11,-3,-5,6.1,-1
COCCN(C(=O)CSc1nc2ccccc2c(=O)n1CC(C)C)c1c(N)n(Cc2ccccc2)c(=O)[nH]c1=O,-7,-2,13,26,4,-3,-4,3.6,14
CCCN(CC(=O)Nc1cc(Cl)ccc1Cl)C(=O)c1ccc(N2CCCC2=O)cc1,1,10,15,7,6,-1,-2,1.5,-2
Cc1cc(C(F)F)n2nc(C(=O)Nc3cccc(C(F)(F)F)c3)nc2n1,-13,2,11,9,21,-3,-8,-2.6,-3

# Mdm2 MdmX PPI: hit marks shown above.
SMILES,EBI2 antag,CCR6 antagonist,Mdm2 MdmX PPI,APJ antag,APJ agonist,XBP1 UPR activ,CXCR6 inh
CCOC(=O)/C=C/C(=O)OCC(=O)NC(c1ccccc1)c1ccccc1,16,8,69*,-9,-1,-5,6

# The list continues:
SMILES,EBI2 antag,CCR6 antagonist,tim23-1 inh,Mdm2 MdmX PPI,APJ antag,APJ agonist,XBP1 UPR activ,CHOP UPR activ,CXCR6 inh
Cc1ccc(NC(=O)CCc2nnc(SCC(=O)Nc3ccccc3C)n2C)cc1Cl,-7,4,1,18,0,-6,-4,-1.9,6
CN(C)S(=O)(=O)c1ccc(NC(=S)NC(=O)c2cccs2)cc1,9,21,12,-7,7,-4,0,-1.5,19
CSc1nn(CCc2ccncc2)c(=S)s1,-6,7,7,8,8,-4,6,-2.8,0
CC(C)OC(=O)C1Cc2ccccc2CN1S(=O)(=O)c1cccs1 (stereo unspecified),-5,20,27,-12,-11,-1,1,1.1,5
O=C(Nc1ccc(S(=O)(=O)Nc2nccc(C3Cc4ccccc4C(=O)O3)n2)cc1)c1ccccc1 (stereo unspecified),0,-9,2,6,21,-3,-2,-0.5,3
Cc1sc2ncnc(SCC(=O)c3ccc(Cl)s3)c2c1C,·,·,10,24,-24,-2,0,-0.4,·
Cc1cccnc1NC(=O)CN1C(=O)c2ccccc2S1(=O)=O,-10,0,-7,24,13,-2,2,-1.2,-5
CSc1nnc(C2CCCN(CC(=O)Nc3ccccc3N3CCOCC3)C2)n1C(C)C (stereo unspecified),4,-8,3,-15,13,-2,-1,0.6,1
Cc1ccc(S(=O)(=O)Oc2cc(N)c3c(n2)CCC3)cc1,-11,3,-11,-3,0,-2,1,1.0,-2
Cc1ccc(NC(=O)CN(C)C(=O)CSc2nnc(NC(C)C)s2)cc1,-2,8,9,-19,-30,5,2,1.3,6
Cc1onc(-c2ccccc2Cl)c1C(=O)Nc1ccc(N2CCOCC2)cc1,8,-24,27,-2,-64,2,-4,0.1,-7
CCOc1ccc(NC(=O)CCNS(=O)(=O)c2cccs2)cc1,-2,9,-2,11,11,-1,-6,0.4,-3
COc1ccccc1-n1cc2c([N+](=O)[O-])cc([N+](=O)[O-])cc2n1,11,33,45,6,-44,-2,-7,4.4,17
CCOc1ccc(OCc2cccc(C(=O)N3CCCC3)c2)cc1,-7,15,21,11,0,-5,-5,-4.2,9
O=C(c1csc2ccccc12)n1cccn1,-3,2,1,-8,8,-3,2,0.0,-12
Fc1ccc(NC(=S)NCCc2ccccn2)cc1,-4,15,-26,15,15,0,1,-1.2,-2
COC(=O)C(CCSC)NC(=O)CNS(=O)(=O)c1ccc(Br)cc1 (stereo unspecified),1,0,-6,26,3,-6,1,0.5,7
CCCOP(=O)(OCCC)C1(Nc2ccc(C)cc2)CCCCC1,-1,-13,26,-5,-12,0,-3,-1.1,0
COc1cc(C2=NOC(C(=O)N3CCOCC3)C2)cc(OC)c1OC (stereo unspecified),-7,-3,-4,7,16,-2,1,2.2,2
COCCn1c(Cc2ccccc2)nnc1SCc1nc2ccccc2c(=O)[nH]1,4,-3,3,25,26,-2,-3,-1.8,0
O=C1C(=O)N(CNc2cccnc2)c2ccccc21,-2,4,10,15,10,-3,2,-0.9,-7
COc1ccccc1CNC(=O)COC(=O)CNS(=O)(=O)c1ccc(C)cc1,4,4,5,-5,4,-3,-2,-0.9,-1
COc1cc(/C=C2/C(=N)N3OC(C)=CC3=NC2=O)ccc1OCCOc1ccc(C)cc1,-16,-8,-13,9,5,19,23,11,-5
COCCNC(=O)c1ccc(C)c(S(=O)(=O)Nc2ccc(C)cc2)c1,-14,-6,19,0,5,-4,0,-0.3,-1
Cc1cc(C)n(-c2nnc3n2N=C(c2c[nH]c4ccccc24)CS3)n1,8,-11,8,56*,18,-1,1,0.5,6
CCOC(=O)C1CCN(C(=O)c2cc(OCC)c(OCC)c(OCC)c2)CC1,-13,9,6,-20,5,0,-1,-0.9,-2
O=C(C1CCN(S(=O)(=O)c2cccs2)CC1)N1CCc2ccccc2C1,19,-4,22,8,29,1,2,0.2,-6
COCCNC(=O)CCCn1c(=O)c2ccccc2n(Cc2cccc([N+](=O)[O-])c2)c1=O,1,23,6,22,14,-2,-3,-0.4,23
CC(=O)Nc1c(C)ccc(CNC(=O)COc2cc(C)ccc2C)c1C,-1,0,8,-1,3,-4,-1,-1.4,1
CC(C)NC(=S)NNc1ncnc2sc3c(c12)CC(C)(C)OC3,-6,-12,4,5,-23,1,-2,0.8,-21
CCOc1ccc(S(=O)(=O)Nc2ccc3c(c2)OCO3)cc1,0,4,18,15,-4,-1,2,1.0,-4
NC(=O)c1oc2ccccc2c1NC(=O)CCc1ccccc1,-4,4,22,6,23,-1,-1,0.9,2
O=C1CN(C(=O)CNCc2ccccc2Cl)c2ccccc2N1,2,5,4,4,4,-5,2,0.8,6
C=CCN1C(=O)C(CC(=O)Nc2ccccc2)S/C1=N/c1nccs1 (stereo unspecified),5,-12,-4,14,7,-4,0,0.5,7
CCCCn1c(N)c(N(Cc2ccccc2OC)C(=O)COc2cc(C)ccc2Cl)c(=O)[nH]c1=O,12,8,-11,28,9,-8,-1,-0.9,7
Cc1nnc(SCC(=O)N2CCN(c3ccccc3)CC2)n1C1CC1,-7,12,13,18,8,-2,-2,2.0,2

# Just Mdm2 MdmX PPI, tim23-1 inh and XBP1 UPR activ, for 2 of the compounds above:
smiles | Mdm2 MdmX PPI | tim23-1 inh | XBP1 UPR activ
O=C1CN(C(=O)CNCc2ccccc2Cl)c2ccccc2N1 | 4 | 4 | 2
CCOc1ccc(S(=O)(=O)Nc2ccc3c(c2)OCO3)cc1 | 15 | 18 | 2

# A portion of the library; count on the stated rates, not on these rows.
